TCR-CD3 inh = inhibitors of human TCR-CD3 interaction, primary screen, biochemical, fluorescence, TAMRA-labeled TCR probe; T-cell receptor (TCR); 0.37% of 360,000 active; inhibition, % at 9.4 µM; in the data active = inhibition above about 19%;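 note: recombinant mutant TCR 2C K166C tagged with TAMRA read by polarization; 0% = receptor in buffer alone and 100% = receptor with positive control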
PG9 Ab binder = binders of HIV-1 gp120 antibody PG9, primary screen, biochemical, TR-FRET. HIV-1 gp120 / PG9 antibody interaction. TR-FRET gp120-PG9 antibody binding. inhibition, % at 6.7 µM. 0.43% of 360,000 active. AID 624416, 2012; in the data active = inhibition above about 8.5%
mABHD4 FP = ABHD4 inhibitors, primary screen, biochemical, fluorescence polarization, mouse. (Lyso)-N-acylphosphatidylethanolamine lipase (Mus musculus), Q8VD66. purified mABHD4, FP-Rh probe fluorescence polarization. inhibition, % at 8.92 µM. 0.54% of 370,000 active. AID 720543, 2013;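 active = inhibition exceeding the mean over every tested compound plus 3 SD, cut at about 30% in these data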;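 note: 0% = plate median of compound wells and 100% = S159A mutant with DMSO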
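Assay system: wild-type mouse ABHD4 protein; compound: single nominal dose of 8.92 µM, 0.89% DMSO final; schedule: 45 min + 60 min at 25 °C; measured by: FP readout, ex 525 nm / em 598 nm; evaluation: % inhibition of FP-Rh probe binding versus controls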
PRMT1 inh = PRMT1 methyltransferase inhibitors, primary screen, biochemical, fluorescence polarization; Protein arginine N-methyltransferase 1 (Homo sapiens), Q99873; recombinant PRMT1, activity-based probe fluorescence polarization; inhibition, % at 2.79 µM; 1.3% of 370,000 active; AID 652257, 2013;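 active = inhibition above about 21% made by adding two undisclosed values, limit read from the data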
Tn7 DDE FP = inhibitors of Tn7 peptide binding to fibrin DD(E), primary screen, biochemical, fluorescence polarization, human fibrin, Tn7 probe; Fibrinogen beta chain (Homo sapiens), P02675; AID 720508, 2013; inhibition, % at 8.3 µM; 0.13% of 370,000 active; FP displacement of FITC-Tn7 peptide from fibrin DD(E); 0% = median of compound wells per plate;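 active = inhibition above the mean of compounds falling within the control limits plus 3 SD of them, cut at about 14% in these data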;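 note: 0% = plate median of compound wells and 100% = 10 µM Aha-Tn7 peptide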
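assay system = human clot-derived fibrin DD(E) complex | quantity = Fibrin-DD(E) at 2 µM final | timing = 10 min preincubation, 3 h with tracer, room temperature | signal = fluorescence polarization | measure = percent inhibition | benchmarks = high control wells with 10 µM unlabelled Aha-Tn7 peptide (full inhibition) | replicates = singlicate testing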
SIAE primary = human SIAE inhibitors, primary screen, biochemical, fluorescence polarization, FP-Rh probe, 1536-well HTS. SIAE FP-Rh probe binding. inhibition, % at 9.66 µM. 0.69% of 370,000 active. AID 1053197, 2014;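 active = inhibition above a cutoff: mean of compounds within the control limits plus 3 SD of those, cut at about 17% in these data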;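 note: 0% = plate median of compound wells and 100% = probe without SIAE protein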
Target sequence (Q9HAT2 whole entry, looked up): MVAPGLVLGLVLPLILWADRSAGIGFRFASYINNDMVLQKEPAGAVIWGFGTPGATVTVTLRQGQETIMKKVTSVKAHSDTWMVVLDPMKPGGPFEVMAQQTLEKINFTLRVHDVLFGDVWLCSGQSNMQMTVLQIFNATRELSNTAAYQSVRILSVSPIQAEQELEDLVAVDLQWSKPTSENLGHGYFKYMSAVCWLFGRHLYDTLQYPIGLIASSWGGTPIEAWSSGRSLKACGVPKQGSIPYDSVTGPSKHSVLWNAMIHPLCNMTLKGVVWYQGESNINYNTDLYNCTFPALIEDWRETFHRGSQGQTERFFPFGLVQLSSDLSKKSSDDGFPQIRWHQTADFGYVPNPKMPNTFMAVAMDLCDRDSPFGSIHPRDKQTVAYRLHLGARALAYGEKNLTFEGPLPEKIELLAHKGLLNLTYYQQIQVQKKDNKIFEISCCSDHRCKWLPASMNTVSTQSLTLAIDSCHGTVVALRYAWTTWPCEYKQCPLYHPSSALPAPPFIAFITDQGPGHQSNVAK
TDP2 absorb = human TDP2 enzyme inhibitors, primary screen, biochemical, epi absorbance, recombinant enzyme. 0.34% of 370,000 active. Tyrosyl-DNA phosphodiesterase 2 (Homo sapiens), O95551. T5PNP hydrolysis, p-nitrophenol absorbance 415 nm. inhibition, % at 12.8 µM;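 active = inhibition above the mean of all tested compounds plus 3 SD, set per campaign, cut at about 25% in these data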;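 note: 0% = DMSO with enzyme and 100% = buffer with substrate but no TDP2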
Target sequence (O95551 whole entry, looked up): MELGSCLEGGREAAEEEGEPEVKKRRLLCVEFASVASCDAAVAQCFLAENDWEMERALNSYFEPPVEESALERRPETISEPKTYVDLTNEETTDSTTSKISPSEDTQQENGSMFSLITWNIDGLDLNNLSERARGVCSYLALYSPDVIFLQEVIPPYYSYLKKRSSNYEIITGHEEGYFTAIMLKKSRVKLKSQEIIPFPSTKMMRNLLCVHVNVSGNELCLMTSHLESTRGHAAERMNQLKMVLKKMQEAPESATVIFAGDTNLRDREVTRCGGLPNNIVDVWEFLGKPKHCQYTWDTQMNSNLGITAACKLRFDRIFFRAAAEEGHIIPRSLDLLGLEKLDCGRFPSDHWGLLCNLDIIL
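System – recombinant human TDP2 · Quantity – TDP2 enzyme at 120 nM final · Doses – single concentration, 12.8 µM nominal, with 1% DMSO · Incubation – 2 h at 37 °C · Measured by – epi absorbance of p-nitrophenol freed from T5PNP by hydrolysis · Read-out – % inhibition relative to enzyme-containing and enzyme-free wells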
HTRA1 inhibitor = HTRA1 serine protease inhibitors, primary screen, biochemical, fluorescence polarization, HTS; 0.5% of 340,000 active; recombinant HTRA1, FP-rhodamine activity-based probe; inhibition, % at 5.96 µM; in the data active = inhibition above about 36%;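 note: 0% = enzyme with DMSO and 100% = wells lacking enzyme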
UHRF1 MBD2 ctr = UHRF1 methylated DNA binding inhibitors, primary screen, counter-screen for MBD2 inhibitor project, biochemical, TR-FRET, human UHRF1, single concentration | inhibition, % at 4.4 µM | 0.75% of 370,000 active | UHRF1 binding to methylated oligo | AID 687016, 2013 | E3 ubiquitin-protein ligase UHRF1 (Homo sapiens), Q96T88; in the data active = inhibition above about 21%;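 note: UHRF1 SRA domain binding a hemimethylated CpG hairpin DNA probe; 0% = median of test compound wells and 100% = reference inhibitor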
LEDGF integ inh = blockers of LEDGF/p75-dependent integrase strand transfer – biochemical, TR-FRET, high throughput, primary screen; HIV-1 integrase (with human LEDGF/p75); TR-FRET IN-LEDGF/p75 DNA integration, Eu/Cy5; inhibition, % at 3.7 µM; 0.64% of 370,000 active; AID 743269, 2014;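 active = inhibition above the screen-wide mean plus 3 SD, cut at about 13% in these data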;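 note: signal is the Cy5 over europium emission ratio at 671 and 618 nm; 0% = plate median of compound wells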
* = called active by the depositor; nt = no result given. Compounds were not picked by outcome; overall some 4.2% were active at least once.

SMILES	TCR-CD3 inh	PG9 Ab binder	mABHD4 FP	PRMT1 inh	Tn7 DDE FP	SIAE primary	TDP2 absorb	HTRA1 inhibitor	UHRF1 MBD2 ctr	LEDGF integ inh
CC(C)c1ccc(NC(=O)c2ccccc2NC(=O)C2CC=CCC2C(=O)O)cc1 (centres undefined)	-9	0.6	2	2	2	10	0	-2	0	3
COc1ccc(N(C(=O)c2ccccc2OC(C)=O)C(C)C2CC2)cc1 (centres undefined)	4	-1.1	1	-3	-5	-5	-8	8	1	-2
COc1ccc(OC)c(NC(=O)c2sc3nc(Cc4ccccc4)cc(C(F)(F)F)c3c2N)c1	3	-1.3	-9	0	-1	-4	4	3	-1	-4
CC1Oc2ccccc2C=C1C1/C(=C(/O)c2ccccc2)C(=O)C(=O)N1CCCN(C)C (centres undefined)	8	0.4	-2	2	-2	-2	10	2	-2	0
CC1(C)CC(NS(=O)(=O)c2cccc3ccccc23)CC(C)(C)N1	-6	-1.1	3	-4	-5	-3	7	10	-2	4
CCCC(NC(=O)C(C)Sc1nnnn1C1CC1)c1ccccc1 (centres undefined)	7	2.1	2	0	4	1	-5	-5	0	0
O=C(NC(=S)Nc1cc(C(F)(F)F)ccc1N1CCOCC1)c1ccc(-c2cccc(Cl)c2)o1	-4	-1.0	-2	0	-1	6	5	1	1	-2
CCOc1ccc(CCNS(=O)(=O)c2ccc3c(c2)NC(=O)CO3)cc1OCC	-10	-1.1	1	4	-3	-4	-14	1	3	-7
O=[N+]([O-])c1cccc(OC[C@@H](O)CN2CCC(C(O)(c3ccccc3)c3ccccc3)CC2)c1	nt	nt	8	-3	-3	4	-7	nt	0	0
COc1ccc(C(=O)NCC(=O)N/N=C/C(C)=C/c2ccco2)cc1OC	-1	-5.0	4	3	2	-6	10	-14	1	-2
Cc1ccc(C(=O)CSc2nc(-c3ccccc3)cc(=O)[nH]2)cc1	1	-1.8	-9	-6	-4	-5	-12	-10	0	0
CNC(=O)CSc1nc2cccnc2n1C1CCCCC1	-5	-2.7	0	-4	9	0	4	11	0	0
CCCOc1ccc(C=Nc2ccc(OC)c(S(=O)(=O)N3CCOCC3)c2)c(O)c1	0	-1.4	-3	-3	-4	-1	2	-6	-1	1
CCOC(=O)[C@@]12CCC3=C1N(CCC3)C(=O)[C@H](CC(=O)N1CCN(C(=O)C3CC3)CC1)C2	nt	nt	6	0	6	2	-5	nt	3	-5
Cc1cc(C)c(NC(=O)CN(C)C(=O)CCN2C(=O)C3CCCCC3C2=O)c(C)c1 (centres undefined)	-2	-0.8	3	-3	-2	0	3	0	0	0
COc1cc(N2CCCC2)ccc1C=O	4	-0.5	-11	-3	-2	-5	-16	0	20	4
NS(=O)(=O)c1ccc(NC(=O)COC(=O)Cc2ccc(Cl)cc2)cc1	8	-2.2	-3	-2	0	-4	1	1	1	0
CC(=O)c1ccc(S(=O)(=O)N2CCCC2)cc1	-2	-0.3	6	-1	1	2	2	6	1	-3
CC(C)(C)c1cc(NC(=O)c2cc(F)c(F)c(F)c2F)no1	3	0.2	2	-1	3	-1	5	0	-5	3
O=C(CSc1nnc(-c2cccnc2)n1Cc1ccco1)Nc1ccc(Cl)c(Cl)c1	nt	nt	-11	7	-2	-5	12	nt	-5	-2
CCC(=O)N(CCc1ccccc1C)Cc1cc2ccc(C)cc2[nH]c1=O	1	3.4	0	-1	0	-2	-15	1	-2	-1
Cc1ccc(CNC(=O)Cn2nnc(C(=O)Nc3ccc(Br)cc3)c2N)cc1	8	-0.2	-9	0	-5	-13	-8	-4	-2	3
O=C(NC1CCCCC1)c1cc(-c2ccc(F)cc2)on1	-4	-0.6	1	4	-2	2	15	2	-3	-3
Cn1c(=O)n(CCOc2ccc([N+](=O)[O-])cc2)c2ccccc21	3	-4.2	6	-1	-3	-3	4	5	3	2
COc1ccc(CC(=O)Nc2c(C(=O)N3CCN(c4ncccn4)CC3)oc3ccccc23)cc1	-3	-0.5	-5	-1	1	-4	-11	3	1	1
CCOC(=O)c1c(SC)[nH]c2c(Cl)cccc2c1=O	-7	2.0	-3	7	12	-4	6	10	0	-2
Cc1ccc(C)c(SCC(=O)NNC(=O)c2ccccc2)c1	-3	-0.9	2	3	-6	4	2	-1	0	1
O=C(Oc1cccc(-n2cnnn2)c1)c1ccccc1	6	-0.3	-3	-5	0	-1	5	3	-1	3
COCCCNC(=O)CC(NS(=O)(=O)c1ccc(C)cc1)c1ccc(OC)cc1 (centres undefined)	-3	-1.0	5	2	0	1	-3	2	2	-1
NC(=S)Nc1ncc(C(F)(F)F)cc1Cl	9	-2.1	-6	-2	-3	-6	-13	2	6	6
COC(=O)CSCC(=O)Nc1cc2c(cc1C(C)=O)OCO2	4	0.6	-7	1	3	1	7	3	-6	0
CCOC(=O)C(Cc1ccccc1)NS(=O)(=O)c1ccc(NC(C)=O)cc1 (centres undefined)	2	0.7	-3	0	3	-1	9	-4	2	-5
COc1cccc(C(NC(C)=O)c2nc(-c3cnc4ccccc4c3)cs2)c1 (centres undefined)	3	0.2	-3	-7	-7	-7	0	nt	2	1
O=C(Nc1nc(-c2ccc(Cl)cc2)cs1)C1CCCO1 (centres undefined)	4	1.2	-2	-4	5	-3	-12	-10	-2	3
CCOC(=O)[C@@]12CN(C(=O)OC(C)(C)C)CC=C1N(Cc1ccc(OC)cc1)C(=O)[C@H]2CC(=O)NCC12CC3CC(CC(C3)C1)C2	nt	nt	9	2	-3	4	-1	nt	0	-4
O=C(Cn1c(=O)c2c(ncn2Cc2ccccc2)n(Cc2ccccc2)c1=O)NC1CC1	9	-1.1	-6	3	-2	-4	-2	-4	1	3
O=C1C(Cl)=C(NCC2CCCO2)C(=O)N1c1ccccc1 (centres undefined)	-2	-0.8	-2	0	-2	10	-3	1	-3	3
Cc1ccc(Cc2c[nH]c(=S)s2)cc1	0	0.4	3	8	-10	6	-3	-1	1	4
O=C(CSc1nnc(Cc2cccs2)n1Cc1ccco1)Nc1ccc(Cl)cc1Cl	-6	0.2	-7	-2	-1	0	11	-28	1	4
CSc1cccc(NC(=O)CCn2c(=O)c3cccn3c3cccnc32)c1	4	0.9	-5	-2	2	-10	-4	-8	-6	0
CCN(CC)S(=O)(=O)c1ccc(N2CCOCC2)c(NC(=O)CN2C(=O)NC3(CCCC3)C2=O)c1	4	-2.3	0	-2	-1	-3	5	11	0	-1
CC(C)Cn1c(N)c(C(=O)CSc2nnnn2-c2ccc(Cl)cc2)c(=O)n(C)c1=O	0	0.0	4	0	2	-2	-1	-5	-2	0
COc1ccc(C(=O)O)cc1S(=O)(=O)NCc1ccncc1	-4	2.5	1	4	3	1	-1	-1	0	5
Cc1ccc(S(=O)(=O)NC2CCCC2)cc1C(N)=O	2	-2.0	5	-4	-1	0	-3	3	-1	0
CC1=C(C(=O)N(C(C)C)C(C)C)CC(CC(=O)NCCN2CCOCC2)C(=O)N1Cc1ccc(F)cc1 (centres undefined)	-5	1.3	2	-1	-8	4	-4	nt	2	3

An excerpt from above in order of number of heavy atoms, smallest number first:
SMILES	TCR-CD3 inh	PG9 Ab binder	mABHD4 FP	PRMT1 inh	Tn7 DDE FP	SIAE primary	TDP2 absorb	HTRA1 inhibitor	UHRF1 MBD2 ctr	LEDGF integ inh
CSc1cccc(NC(=O)CCn2c(=O)c3cccn3c3cccnc32)c1	4	0.9	-5	-2	2	-10	-4	-8	-6	0
COCCCNC(=O)CC(NS(=O)(=O)c1ccc(C)cc1)c1ccc(OC)cc1 (centres undefined)	-3	-1.0	5	2	0	1	-3	2	2	-1
CCN(CC)S(=O)(=O)c1ccc(N2CCOCC2)c(NC(=O)CN2C(=O)NC3(CCCC3)C2=O)c1	4	-2.3	0	-2	-1	-3	5	11	0	-1

More results follow:
SMILES	TCR-CD3 inh	PG9 Ab binder	mABHD4 FP	PRMT1 inh	Tn7 DDE FP	SIAE primary	TDP2 absorb	HTRA1 inhibitor	UHRF1 MBD2 ctr	LEDGF integ inh
COc1ccccc1C(=O)COC(=O)Cn1c(C)csc1=O	-2	-0.6	5	-1	6	-2	-3	-1	-2	1
COc1cc(/C=N\NC(=O)c2ccc(Cn3cc(Br)c([N+](=O)[O-])n3)o2)cc(OC)c1O	4	-2.8	8	3	-3	17*	-5	4	-6	1
O=C(CCCCO)CCCCCCCC[C@H]1N[C@H](CO)[C@H](O)[C@@H]1O[C@@H]1O[C@H](CO)[C@@H](O)[C@H](O)[C@H]1O	-10	-0.7	1	2	-2	-1	11	3	0	2
O=C(O)C(CCc1ccccn1)c1ccccc1 (centres undefined)	0	1.2	1	0	4	3	3	4	-3	0
COc1cc(NC(=O)C2CC(c3ccc(Cl)cc3)=NO2)cc(OC)c1OC (centres undefined)	2	-0.4	1	3	0	3	21	1	-4	2
CN(CCC1CCOCC1)C(=O)C1CCC(=O)N(CCc2ccccc2)C1 (centres undefined)	-7	-3.4	-9	-3	-2	5	-7	5	3	-1
CCc1cnc(Nc2nc(C(N)c3ccccc3Cl)cs2)nc1 (centres undefined)	-10	-1.6	-5	5	0	-3	-3	nt	2	5
O=C(COc1cnc2ccccc2n1)NCCC1=CCCCC1	2	-1.4	2	1	-10	-2	-4	-6	1	0
O=c1[nH]c(/C=C/c2ccc([N+](=O)[O-])cc2)c([N+](=O)[O-])c(=O)[nH]1	3	1.1	2	5	1	-5	-49	3	4	-4
O=C(OCCOc1ccccc1Cl)c1cc(S(=O)(=O)N2CCCCC2)ccc1N1CCOCC1	1	1.0	-7	1	3	-6	-3	-31	1	5
O=C(O)C1CCC(Cn2c(SCc3cc(=O)n4ccccc4n3)nc3ccsc3c2=O)CC1 (centres undefined)	-1	-1.0	6	2	-5	0	16	1	-1	-1
CCOC(=O)c1c(NC(=O)OC)sc(C(=O)N(C)C)c1C	0	0.9	12	3	0	-5	-5	-6	-3	2
OC(CNC1CCCCC1)CNC1CCCCC1	-1	-1.5	5	2	-1	4	0	6	-2	-1
Cc1ccc(S(=O)(=O)Nc2ccc3c(c2)CCC3)cc1C	-4	-0.3	8	3	-3	-3	-2	-17	7	-1
COc1ccc2nc(N3C(=O)/C(=C/c4ccccc4)NC3=S)sc2c1	-1	-1.8	-44	-6	-5	-9	-1	-9	-2	0
